MazF activator – activators of E. coli MazEF toxin-antitoxin RNase, primary screen, biochemical, fluorescence, uHTS. FAM/BHQ RNA-DNA oligo cleavage fluorescence, 5 h. activation, % at 20 µM. hit rate 0.32% among 350,000; in the data active = activation above about 50%
PriA SSB inh – inhibitors of Klebsiella pneumoniae PriA binding to SSB C-terminal tail, primary screen, biochemical, AlphaScreen | PriA–SSB C-terminal tail interaction (Klebsiella pneumoniae) | AlphaScreen SSBct-PriA binding, biotinylated peptide | inhibition, % at 33 µM | hit rate 0.6% among 430,000 | AID 1272365, 2023; in the data active = inhibition mostly above about 37%, no sharp cut-off; inactive = mostly below about 20%;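 also: plate controls were negative control peptide for no effect and reference peptide for full effect; strong numbers were not always called active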
FBA Mtb inh – Mtb FBA enzyme inhibitors, primary screen, biochemical, fluorescence, strain H37Rv; Fructose-bisphosphate aldolase (Mycobacterium tuberculosis (strain ATCC 25618 / H37Rv)), …; purified M. tuberculosis FBA, fluorescence read-out; inhibition, % at 1 µM; hit rate 2.3% among 360,000; AID 588726, 2011; in the data active = inhibition above about 27%;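 also: 0% = vehicle and 100% = reference inhibitor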
Target sequence (P9WQA3 whole entry, looked up): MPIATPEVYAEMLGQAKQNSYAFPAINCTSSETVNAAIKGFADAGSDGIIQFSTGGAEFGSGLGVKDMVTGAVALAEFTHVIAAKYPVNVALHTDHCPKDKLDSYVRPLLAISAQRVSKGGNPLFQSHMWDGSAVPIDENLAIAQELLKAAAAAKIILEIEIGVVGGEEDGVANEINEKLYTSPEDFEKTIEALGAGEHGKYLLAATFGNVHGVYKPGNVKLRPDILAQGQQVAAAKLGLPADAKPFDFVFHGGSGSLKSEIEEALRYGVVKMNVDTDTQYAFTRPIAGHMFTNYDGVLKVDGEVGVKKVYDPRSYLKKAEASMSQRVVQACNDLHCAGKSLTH
Rv3671c inh – Rv3671c serine protease inhibitors, primary screen, biochemical, fluorescence polarization, M. tuberculosis H37Rv | inhibition, % at 5.96 µM | AID 2606, 2010 | hit rate 0.048% among 320,000 | P9WHR9; in the data active = inhibition above about 38%;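 also: extracellular domain of Rv3671c used as enzyme; 0% = enzyme with DMSO and 100% = no enzyme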
Mtb UGM inh – M. tuberculosis UGM enzyme inhibitors, primary screen, biochemical, fluorescence polarization, single point; UDP-galactopyranose mutase (Mycobacterium tuberculosis (strain ATCC 25618 / H37Rv)), …; purified UGM, fluorescence polarization probe displacement; inhibition, % at 10 µM; hit rate 0.06% among 320,000; in the data active = inhibition above about 10%, passing the limit was not always enough
Target sequence (P9WIQ1 whole entry, looked up): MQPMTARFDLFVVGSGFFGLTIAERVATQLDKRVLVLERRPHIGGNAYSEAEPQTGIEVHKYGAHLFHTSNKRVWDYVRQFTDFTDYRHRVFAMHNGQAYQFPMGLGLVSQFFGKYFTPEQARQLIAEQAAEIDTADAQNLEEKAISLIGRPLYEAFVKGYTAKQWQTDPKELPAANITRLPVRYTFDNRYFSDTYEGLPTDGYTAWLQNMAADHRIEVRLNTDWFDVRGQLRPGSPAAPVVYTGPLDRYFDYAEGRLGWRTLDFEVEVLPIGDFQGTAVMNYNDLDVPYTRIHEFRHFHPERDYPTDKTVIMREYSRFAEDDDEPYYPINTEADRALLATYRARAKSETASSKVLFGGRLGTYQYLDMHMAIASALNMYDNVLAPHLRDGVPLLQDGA
DUSP3 inh – VHR1 phosphatase inhibitors, primary screen, biochemical, absorbance, uHTS; Dual specificity protein phosphatase 3 (Homo sapiens), P51452; AID 1654, 2009; inhibition, % at 13.3 µM; hit rate 0.52% among 290,000; recombinant VHR phosphatase, pNPP absorbance; in the data active = inhibition above about 50%; also: some compounds called inactive have numbers as strong as hits
Target sequence (P51452 whole entry, looked up): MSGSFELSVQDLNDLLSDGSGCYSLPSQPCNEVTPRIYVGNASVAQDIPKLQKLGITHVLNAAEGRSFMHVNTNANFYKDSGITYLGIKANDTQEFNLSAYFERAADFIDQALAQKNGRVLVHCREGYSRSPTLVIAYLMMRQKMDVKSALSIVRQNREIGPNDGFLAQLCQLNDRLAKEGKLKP
3CLpro inhibitor – SARS-CoV 3CLpro protease inhibitors, primary screen, biochemical, quenched FRET; recombinant SARS-CoV 3CLpro, quenched FRET peptide cleavage; inhibition, % at 6 µM; Replicase polyprotein 1ab (Severe acute respiratory syndrome coronavirus), P0C6X7; hit rate 0.14% among 290,000; in the data active = inhibition above about 12%
GDH-TPI inh – GDH-TPI coupling enzyme inhibitors, primary screen, artefact control for M. tuberculosis FBA inhibitor project, biochemical, absorbance, full deck | GDH-TPI coupled enzyme counterscreen, NADH absorbance | inhibition, % at 4.8 µM | hit rate 1.2% among 360,000; in the data active = inhibition above about 30%;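 also: 0% = DMSO wells and 100% = wells lacking the enzyme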
Mtb BioA inh – M. tuberculosis BioA enzyme inhibitors, primary screen, biochemical, plate reader, single point, HTS. 7,8-diaminopelargonic acid synthase BioA (Mycobacterium tuberculosis). purified M. tuberculosis BioA enzyme. inhibition, % at 9.99 µM. hit rate 0.096% among 360,000. AID 602481, 2012; in the data active = inhibition above about 40%
BH1578 lux ind – inducers of Vibrio cholerae quorum light production without autoinducers, primary screen, BH1578 luxS cqsA deficient, single point; V. cholerae BH1578 lux reporter, luminescence, 6 h; hit rate 0.16% among 350,000; activation, % at 18.7 µM; AID 588436, 2011; in the data active = activation mostly above about 9.7%, no sharp cut-off; also: not every result past the cut was called active; inactives centre near 0; reference of the scale not given here
Numbers without * were called inactive; i = inactive; . = no result given; & = joins results of further samples.

Compound	PriA SSB inh	MazF activator	DUSP3 inh	3CLpro inhibitor	BH1578 lux ind	Mtb UGM inh	Mtb BioA inh	GDH-TPI inh	FBA Mtb inh	Rv3671c inh
O=c1cc(-c2ccccc2)c2ccc(O)cc2o1	-3	-5	.	.	-0.1	-2.1	.	10	18	-8
Fc1ccccc1C(c1nnnn1Cc1ccc2c(c1)OCO2)N1CCN(Cc2ccco2)CC1 (configuration not stated)	-4	-2	8	1	.	2.3	-3.6	3	-4	4
Cc1c(Nc2nc(-c3cccc([N+](=O)[O-])c3)cs2)c(=O)n(-c2ccccc2)n1C	12	8	-12	4	i	0.3	1.4	3	1	0
CC1CN=C2C(C(=O)Nc3ccccc3)=C(O)CC(c3ccccc3)N21 (configuration not stated)	-2	6	-1	1	-0.4	.	1.3	-4	4	2
COc1cccc(-c2cc(C(=O)N3CCCCC3C)no2)c1 (configuration not stated)	-12	10	11	1	-1.0	-2.8	1.0	-9	-1	2
Cc1[nH]c(=O)[nH]c(=O)c1S(=O)(=O)NCC12CC3CC(CC(C3)C1)C2	-14	-5	17	-2	i	1.5	0.2	1	0	5
CC(C)NC(=O)Nc1ccc2c(c1)C(=O)N([C@H](C)CO)C[C@H](C)[C@@H](CN(C)S(=O)(=O)c1cn(C)cn1)O2	-8	7	.	.	i	1.2	-0.3&0.5	7	4	3
CCNC(=O)C1CCCN(C(=O)c2ccc(C(F)(F)F)cc2)CC1 (configuration not stated)	.	.	.	.	i	.	0.5	0	-2	.
COC(=O)c1cc2c(ccn2-c2ccc(F)cc2)n1CC(=O)OC(C)C	-12	-4	30	9	-0.3	-0.3	.	8	7	-1
O=C(NCCOc1ccccc1)c1ccccc1F	9	0	.	.	0.4	.	0.1	6	0	.
COc1cccc(CNCc2ccc(SC)cc2)c1OC	-1	1	10	-1	i	1.6	2.5	1	-2	-8
NS(=O)(=O)c1ccc(NC(=S)NC(=O)c2ccc(-c3ccccc3)cc2)cc1	-8	-22	21	2	-0.4	-2.4	0.1	-3	-1	-3
Cc1nc(-c2cc(-c3nc(-c4ccc(C(F)(F)F)cc4)no3)no2)cs1	-6	-20	36	-1	-0.6	0.4	9.6	-2	-7	3
CCOc1cc(C(C(=O)NCC2CCCO2)N(C(=O)Cn2nnc3ccccc32)c2cccc(OC)c2)ccc1O (configuration not stated)	-5	9	20	-1	-0.1	-0.7	1.1	9	2	-9
COc1ccc(Nc2nc(C)nc3c2oc2ccccc23)cc1	-5	5	-14	3	-2.2	-1.3	.	15	-2	-3
COCCNS(=O)(=O)c1ccc(-c2ccc(S(=O)(=O)NCCOC)cc2)cc1	-3	10	38	5	-0.4	0.1	.	1	1	0
Cc1[nH]nc2c1C(c1ccc(Cl)cc1)C(C#N)=C(N)O2 (configuration not stated)	-10	9	14	-2	0.5	1.3	-0.5	1	-4	-7
Cc1cc(=S)c2cccc(C)c2[nH]1	-3	-1	25	1	.	0.5	.	.	.	-2
O=S1(=O)CCN2C(c3ccc4c(c3)CCCC4)=CSC2=N1	-6	-1	-8	6	-0.9	2.0	-1.4	10	3	1
Cc1ccc(/C(N)=N/OC(=O)c2cc(-c3ccccc3)nc3ccccc23)cc1	.	-4	27	-2	i	-0.8	-2.5	4	-1	5
Cc1cc(NCC(=O)Nc2ccc(C)c(S(=O)(=O)N3CCOCC3)c2)ccc1Br	.	0	.	.	i	.	-3.0	4	-4	.
CC(C)(C)OC(=O)N(CCc1ccccc1)Cc1ccccc1OCc1cccc(NC(=O)C2CCCC2)c1	4	-12	.	.	i	.	-3.0	5	2	.
CCOC(=O)c1ccc2c(c1)N(CC(=O)N1CCCC1)C(=O)C(C)(C)O2	-15	-4	17	-3	-2.1	1.3	-0.9	12	-2	-5
CSc1ccc(OC2(C)CCN(Cc3cc4ccccc4o3)C2)cc1 (configuration not stated)	.	.	.	.	-0.8	.	-1.7	5	2	.
Cc1oc2c(cc(NS(=O)(=O)c3ccc(F)cc3)c3ccccc32)c1C(=O)O	-1	-48	-4	8	-0.5	-1.8	-1.4	7	-2	-5

Brought forward from above: 5 entries; new compounds follow.
Compound	PriA SSB inh	MazF activator	DUSP3 inh	3CLpro inhibitor	BH1578 lux ind	Mtb UGM inh	Mtb BioA inh	GDH-TPI inh	FBA Mtb inh	Rv3671c inh
Cc1cc(NCC(=O)Nc2ccc(C)c(S(=O)(=O)N3CCOCC3)c2)ccc1Br	.	0	.	.	i	.	-3.0	4	-4	.
CC(C)(C)OC(=O)N(CCc1ccccc1)Cc1ccccc1OCc1cccc(NC(=O)C2CCCC2)c1	4	-12	.	.	i	.	-3.0	5	2	.
CCOC(=O)c1ccc2c(c1)N(CC(=O)N1CCCC1)C(=O)C(C)(C)O2	-15	-4	17	-3	-2.1	1.3	-0.9	12	-2	-5
CSc1ccc(OC2(C)CCN(Cc3cc4ccccc4o3)C2)cc1 (configuration not stated)	.	.	.	.	-0.8	.	-1.7	5	2	.
Cc1oc2c(cc(NS(=O)(=O)c3ccc(F)cc3)c3ccccc32)c1C(=O)O	-1	-48	-4	8	-0.5	-1.8	-1.4	7	-2	-5
COc1ccc2[nH]c(=O)c(CN(CCO)S(=O)(=O)c3ccc(C)cc3)cc2c1	-10	7	7	5	-0.1	-0.7	.	4	18	-4
CNC(=S)N(Cc1cc2cc(C)cc(C)c2[nH]c1=O)C1CCCC1	9	0	2	-2	i	-0.9	.	0	3	-1
COC(=O)c1cc(Cl)c(N)cc1OC	-5	-3	37	2	-1.4	-0.9	-1.1	9	0	-2
Cc1c(CCOC(=O)c2ccc(Cl)cc2Cl)sc[n+]1CC(=O)c1ccc(Br)cc1	7	19	.	.	-1.8	0.5	10	9	0	-3
COc1ccc2[nH]c3c(=O)n(Cc4ccc(C(=O)N5CCC(C(N)=O)CC5)cc4)c(=S)[nH]c3c2c1	-7	-3	6	1	-0.7	2.0	.	-7	11	-7
Cc1ccc2c(c1)c(=O)c(Br)c(C)n2Cc1ccccc1	-98	-11	-10	3	-0.5	2.2	1.4	-4	2	-23
O=C(Nc1ccccc1Cl)c1ccccc1Cl	-21	2	16	-1	i	2.1	-0.4	12	0	-3
O=C(Oc1c(-c2ccccc2)oc2ccccc2c1=O)c1ccccc1	2	7	-9	3	-0.9	-2.2	-1.1	18	2	-8
COc1cccc(-n2c(SCC(=O)NCC3CCCO3)nc3c([nH]c4ccccc43)c2=O)c1 (configuration not stated)	2	0	-2	-4	i	-2.2	2.9	12	7	4
Cc1ccc(S(=O)(=O)Nc2cc(C(F)(F)F)ccc2N2CCOCC2)c(C)c1	-31	-3	2	1	-0.3	0.9	.	2	-1	-8
CCO[C@@H]1OC(C(=O)NCc2ccccc2)=C[C@H](C(C)(C)C)[C@H]1CCCO	-10	-10	14	.	i	1.0	-2.1&-1.6	10	-1	-1
Cc1cc(Br)ccc1SCC(=O)OC/C(O)=C(\C#N)c1nc2ccccc2[nH]1	1	3	11	-3	i	0.5	.	8	-3	-1
O=C(NC1CCCCC1)c1ccc(CN2CCOCC2)cc1	-16	0	19	-3	i	0.1	-1.2	3	2	14
Cc1cccc2sc(N(CCN(C)C)C(=O)c3ccc4ccccc4c3)nc12	31	13	0	-4	i	-1.3	-1.3	-6	19	-5
S=C(Nc1ccc(Cl)cc1)N(CCCN1CCOCC1)Cc1cccs1	-1	8	2	-2	-3.0	-0.6	5.2	6	3	-7
Cc1ccc(C(=O)OCC(=O)Nc2cc(F)ccc2F)cc1NC(=O)c1ccco1	-5	-1	12	3	-0.4	-1.2	-2.3	1	0	-5
COCCSc1nc2c(c(=O)[nH]c(=O)n2C)n1Cc1cccc(C)c1	-9	6	18	5	-0.1	0.3	-0.7	2	-1	3
CSc1ccc(/C=N/N2CCN(Cc3ccccc3)CC2)cc1	.	3	3	5	-0.7	3.1	-0.1	11	0	2
CC(Oc1ccccc1)C(=O)Nc1ccc(NC(=O)c2ccccc2)cc1 (configuration not stated)	-17	-14	21	-1	0.4	0.0	-1.0	6	-2	-1
N#CC(C(=O)NC1CCCCC1)=C1CCCCCC1	-15	-16	5	1	-0.5	-1.6	-1.9	1	-2	5
Cc1cccc(NC(=O)CS(=O)(=O)c2cn(CC(=O)N3CCOCC3)c3ccccc23)c1	-4	-3	11	1	-0.3	-2.6	0.0	7	1	-2
CCCc1cc(=O)[nH]c(SCC(=O)Nc2ccc(S(=O)(=O)N3CCCC3)cc2)n1	5	6	.	.	i	-0.2	-0.9	0	1	-1
Cc1cc(S(=O)(=O)NCc2ccccc2)ccc1OCC(=O)NCC1CCCO1 (configuration not stated)	-12	-6	3	4	i	-0.6	1.5	-4	5	5
COCCN1C=C2C(=O)C(C)(OC(=O)CCC(=O)OC)C(=O)C=C2C=C1C1CC1 (configuration not stated)	-12	-2	26	.	1.2	2.4	-0.5	11	-4	-58
CCN(C(=O)CCc1ccccc1)C1CCCCC1	-9	2	35	3	2.4	1.8	-1.8	9	0	2
Cc1ccccc1-c1nc2ccccc2c(=O)n1/N=C/c1ccccc1[N+](=O)[O-]	.	-6	15	-2	7.1	-1.2	-0.6	0	-2	2
COC(=O)c1c(C)[nH]c(O)c1C=Nc1ccc(C#N)cc1	-8	1	-14	3	-0.2	-1.1	.	3	0	-4
COC(=O)c1ccc(CNC(=O)C(NC(=O)c2ccco2)C(C)C)cc1 (configuration not stated)	-13	7	34	0	i	-0.4	-1.6	2	1	-2

Screening data as filed in PubChem BioAssay.

The list is partial, so the mix of outcomes need not match the whole.
